PP1 inh: PP1-alpha phosphatase inhibitors, primary screen, counter-screen for PP5 inhibitor project, biochemical, fluorescence, OMFP substrate, single point. purified PP1alpha. hit rate 0.9% among 320,000. AID 2235, 2010. inhibition, % at 6.7 µM. Serine/threonine-protein phosphatase PP1-alpha catalytic subunit (Homo sapiens), P62136;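 active = inhibition above the mean inhibition of all tested compounds plus 3 SD, computed separately for each screening campaign, cut at about 15% in these data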
Target sequence (P62136 whole entry, looked up): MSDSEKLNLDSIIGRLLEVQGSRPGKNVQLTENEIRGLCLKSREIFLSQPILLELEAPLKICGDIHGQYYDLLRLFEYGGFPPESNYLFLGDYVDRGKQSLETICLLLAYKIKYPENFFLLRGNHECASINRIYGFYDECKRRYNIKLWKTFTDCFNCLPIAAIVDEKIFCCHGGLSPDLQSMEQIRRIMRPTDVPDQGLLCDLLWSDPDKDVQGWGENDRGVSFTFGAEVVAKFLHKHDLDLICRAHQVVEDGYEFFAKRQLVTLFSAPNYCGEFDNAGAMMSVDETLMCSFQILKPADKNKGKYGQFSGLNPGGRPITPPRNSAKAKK
Fh CTSL1 inh: Fasciola hepatica cathepsin L1 inhibitors, primary screen, counter-screen for PFM18AAP inhibitor project, biochemical, QFRET, fluorogenic peptide substrate. hit rate 0.49% among 300,000. AID 1906, 2009. recombinant F. hepatica cathepsin L1, Z-Leu-Arg-MCA fluorescence. inhibition, % at 5.96 µM;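 active = inhibition above the mean of all tested compounds plus 3 SD, set per screening campaign, cut at about 17% in these data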;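 also: 0% = plate median of test compound wells and 100% = 1 µM Z-Phe-Ala-diazomethylketone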
EBNA-1 inh: EBNA-1 DNA-binding inhibitors, primary screen, biochemical, fluorescence polarization. inhibition, % at 14.8 µM. hit rate 0.34% among 300,000. AID 1950, 2009; in the data active = inhibition above about 28%
ZTA counter: counter-screen for EBNA-1 inhibitors: inhibitors of Epstein-Barr virus ZTA | P03206 | ZTA-DNA binding, fluorescence polarization | inhibition, % at 11 µM | hit rate 0.15% among 320,000 | AID 2234; in the data active = inhibition above about 33%
Target sequence (P03206 whole entry, looked up): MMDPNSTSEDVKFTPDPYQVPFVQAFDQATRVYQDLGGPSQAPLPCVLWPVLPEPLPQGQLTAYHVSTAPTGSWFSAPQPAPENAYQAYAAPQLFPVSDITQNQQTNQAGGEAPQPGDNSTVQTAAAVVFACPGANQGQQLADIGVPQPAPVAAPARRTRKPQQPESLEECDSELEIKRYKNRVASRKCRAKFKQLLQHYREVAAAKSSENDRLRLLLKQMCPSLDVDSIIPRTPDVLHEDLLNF
JMJD2C inh: inhibitors of GASC-1 histone demethylase, primary screen, biochemical, fluorescence, DELFIA europium | GST-JMJD2C(1-420) H3K9me3 demethylation | hit rate 0.069% among 330,000 | Lysine-specific demethylase 4C (Homo sapiens), Q9H3R0 | inhibition, % at 2.35 µM;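 active = more than half of a compound's replicate wells show inhibition beyond 50%, single wells judged on their own value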;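 also: signal counts dimethyl H3K9 product captured on neutravidin plate; 0% = median of DMSO wells and 100% = 0.3 times that DMSO median; strong numbers were not always called active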
Target sequence (Q9H3R0 1-420 limits assumed): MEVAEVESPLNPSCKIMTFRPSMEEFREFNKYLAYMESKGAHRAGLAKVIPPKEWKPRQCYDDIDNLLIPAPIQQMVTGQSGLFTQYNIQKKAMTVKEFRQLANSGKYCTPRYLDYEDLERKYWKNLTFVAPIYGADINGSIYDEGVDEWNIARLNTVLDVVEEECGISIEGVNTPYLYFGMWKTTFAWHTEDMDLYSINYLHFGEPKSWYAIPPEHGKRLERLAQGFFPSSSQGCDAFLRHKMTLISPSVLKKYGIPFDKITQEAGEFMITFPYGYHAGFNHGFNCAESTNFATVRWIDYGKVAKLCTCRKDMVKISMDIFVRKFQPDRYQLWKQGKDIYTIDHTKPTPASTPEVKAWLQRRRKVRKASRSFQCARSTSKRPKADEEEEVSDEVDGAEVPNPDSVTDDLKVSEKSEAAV
TPT1 inh: Candida albicans TPT1 enzyme inhibitors, primary screen, biochemical, fluorescence polarization; tRNA 2'-phosphotransferase TPT1 (Candida albicans SC5314); recombinant caTPT1, FP RNA substrate dephosphorylation; hit rate 0.81% among 300,000; inhibition, % at 5 µM;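 active = inhibition above the mean of all tested compounds plus 3 SD, set per screening campaign, cut at about 24% in these data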;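 also: plate controls were DMSO alone for no effect and ferristatin control at 100 nM for full effect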
Yeast superoxide: reduction of superoxide in aged yeast, primary screen, HTS. S. cerevisiae aged cells, superoxide DHE fluorescence; hits give low values. superoxide response (% of plate mean), % at 10 µM. hit rate 0.18% among 330,000. AID 2690, 2010;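 active = superoxide response under a set limit, about three screen SD below normal, cut at about 65% in these data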;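 also: yeast aged for seven days with compound at 30 °C before DHE staining; 100% = average MFI of all compound-treated wells on the plate with controls excluded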
PP5 inh: PP5 phosphatase inhibitors, primary screen, biochemical, fluorescence; Serine/threonine-protein phosphatase 5 (Homo sapiens), P53041; purified PP5c, OMFP substrate fluorescence; inhibition, % at 6.7 µM; hit rate 0.18% among 320,000;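 active = inhibition above the campaign's mean inhibition across all tested compounds plus 3 SD, cut at about 9.5% in these data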;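 also: 0% = DMSO only and 100% = 100 µM cantharidin control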
core dimer inh: inhibitors of HCV core protein dimerization, primary screen, biochemical, TR-FRET, high-throughput. TR-FRET GST/Flag-core106 dimerization, 1536-well. inhibition, % at 5 µM. hit rate 0.33% among 300,000. AID 1899, 2009;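 active = inhibition above the mean of all tested compounds plus 3 SD, set per screening campaign, cut at about 45% in these data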
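Assay system: tagged HCV core106 pair (GST and Flag); medium: KF-containing HEPES buffer, pH 7.45, DTT, CHAPS, BSA; also added: Eu donor and XL665 acceptor anti-tag antibodies; dosing: 5 µM single dose; timing: compound-protein-antibody incubation 4 h at 22.5 °C; signal: TR-FRET 671 and 617 nm emission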
* marks the source's active call; other numbers are inactive results; i = inactive; · = not tested or not shown. This is a random part of the collection; overall some 3.1% were active at least once.

Every second line gives: PP1 inh	Fh CTSL1 inh	EBNA-1 inh	ZTA counter	JMJD2C inh	TPT1 inh	Yeast superoxide	PP5 inh	core dimer inh
- O=C(O)C1CCC(=O)N1Cc1ccccc1Cl (configuration not stated)
  -1	-3	-1	-12	·	-1	91	1.0	-1
- Cc1ccc(C(C)C)c(OCC(=O)NN=C(CCl)CCl)c1
  3	10	3	-2	4	-4	85	3.0	-3
- COc1cc2nc(CN(C)Cc3ccc(SC)cc3)[nH]c(=O)c2cc1OC
  1	1	1	-14	6	0	100	-1.2	0
- O=C(CN1CCN(c2ccccn2)CC1)Nc1ccccc1F
  0	-5	-9	-14	i	-3	95	2.2	0
- O=C(COC(=O)/C=C/c1ccc(Cl)cc1)NCCc1ccccc1
  -2	-6	2	-1	6	1	104	2.6	8
- CC[n+]1c(C)sc2cc(C)ccc21
  -3	-2	-7	-10	3	0	97	0.2	0
- O=C(Nc1nncs1)C12CC3CC(CC(C3)C1)C2
  0	3	-3	-2	-4	-1	96	0.5	-8
- CCCCNc1cc(C)oc(=O)c1C(C)=O
  0	-2	7	12	-6	3	102	-0.3	-3
- COc1ccc(C2C(C(=O)c3cccs3)=C(O)C(=O)N2c2nnc(C)s2)cc1OC (configuration not stated)
  1	-2	11	-10	3	-20	94	0.4	4
- CCN(C(=O)COC(=O)CSc1ccc(C(N)=O)cc1[N+](=O)[O-])C1CCCCC1
  0	-4	4	6	18	-1	127	1.7	-3
- CN(Cc1cccc(Cl)c1Cl)CC(O)COc1ccccc1 (configuration not stated)
  3	6	-1	0	17	-3	114	2.9	-6
- COc1ccc(CNC(=O)C2CC(c3ccc(OC)cc3)=NO2)cc1 (configuration not stated)
  -5	-4	-6	-14	-3	-2	116	2.0	2
- CC(C)=CCc1c(O)cc(O)c2c1OC(c1ccc(O)cc1)CC2=O (configuration not stated)
  -1	-1	-9	8	-1	-3	120	7.5	-6
- O=S(=O)(c1ccc(OC(F)(F)F)cc1)N1CCCC(N2CCOCC2)C1 (configuration not stated)
  -1	-1	0	2	9	-1	108	2.1	5
- COc1ccccc1C(=O)CC(=O)c1ccccc1
  0	2	4	-6	-8	0	102	-7.1	-1
- O=C(CNC(=O)c1ccco1)Nc1ccncc1
  -5	1	12	0	5	0	102	7.1	0
- O=C(O)C1CC(c2ccccc2F)=NO1 (configuration not stated)
  -1	1	12	1	3	4	104	-1.9	-4
- CC(C)(C)c1[nH]c2ccccc2c1/C=N/O
  -6	2	7	9	-3	-1	92	1.7	-6
- Cc1cccc(C)c1NC(=O)CN(C1CCCCC1)S(C)(=O)=O
  -2	-3	-16	-22	-6	-1	96	2.8	-9
- Cc1nn(C(=O)CCC(=O)NCc2cccc(F)c2)c2ccccc12
  0	1	1	7	10	1	91	-3.7	8
- Cc1cc(NC(=O)c2cnn3c(C(F)(F)F)cc(-c4ccccc4)nc23)no1
  -1	7	4	3	4	0	117	0.6	12
- Cc1ccc(C(C)C)cc1OCC(=O)NC1CCCCCCC1
  -6	4	-13	-3	2	-1	113	1.7	-2
- COc1ccc(C(O)P(=O)(OC2CCCCC2)c2ccc(N(C)C)cc2)cc1OC (configuration not stated)
  -3	6	7	4	-6	0	104	-0.1	1
- Cc1[nH]c(=O)c(C(=O)/C=C/c2ccccc2)c2c1CCCC2
  2	-3	3	1	-2	0	124	0.6	11
- COc1cc(/C=N/N2C(=O)C3C4c5ccccc5C(c5ccccc54)C3C2=O)ccc1O (configuration not stated)
  0	3	-8	9	46	-1	98	0.2	3
- Cc1ccc(OCc2ccc(C(=O)NN)o2)c([N+](=O)[O-])c1
  3	4	6	-4	5	0	82	-0.2	-1
- Cc1ccc(S(=O)(=O)N2CCOCC2)cc1NC(=O)COC(=O)c1ccc2c(c1)OCCO2
  -4	4	5	-1	52	1	104	0.9	-1
- O=C(CNC(=O)c1cccc(Br)c1)N/N=C/c1ccc[nH]1
  1	2	4	6	-13	-2	77	-2.4	1
- N=c1c(C(=O)NC2CCCCC2)cc2c(=O)n3ccccc3nc2n1CC1CCCO1 (configuration not stated)
  0	3	-6	11	-2	1	90	1.5	6
- O=C(CCNC(=O)c1ccc(Br)o1)NC1CCCC1
  -4	2	15	5	3	1	105	-2.3	2
- O=C(CN1C(=O)CSC1=O)NC1CCCCC1
  7	-3	2	8	-12	-1	91	1.8	-3
- CCC1=Nc2cc(C(=O)NCc3ccco3)ccc2Sc2ccc(Cl)cc21
  10	-4	1	0	3	-2	111	1.7	59*
- CCN(CC)S(=O)(=O)c1ccc(N2CCOCC2)c(NC(=O)C2COc3ccccc3O2)c1 (configuration not stated)
  3	1	-9	-13	8	0	120	1.3	-1
- COCCCC1CCN(C(=O)C2CCC(=O)N(C3CCCC3)C2)CC1 (configuration not stated)
  -2	-1	-14	-4	-5	4	115	3.1	-3
- S=C(N/N=C1\CCc2ccccc21)NC1CCCCC1
  -1	5	-4	6	1	4	107	0.0	2
- C[C@H]1CNC(=O)C(=O)N1C[C@H](Cc1ccc(O)cc1)NC(=O)CC12CC3CC(CC(C3)C1)C2
  -7	-3	-1	-1	3	3	97	0.3	-8
- CC(=O)N1CCN(c2ccc(C(N)=O)cc2[N+](=O)[O-])CC1
  -6	-1	-3	15	-31	0	109	-1.7	2
- COC(=O)c1cccc(COC(=O)c2ccccc2NC(=O)c2ccco2)c1
  3	0	5	-1	9	-3	88	1.2	12
- COC(=O)c1c(NC(=O)Cc2ccccc2)sc(C)c1C
  -3	0	-4	-9	1	-4	96	2.0	-2
- CC(C)CNC(=O)c1ccc2c(c1)C(=O)N(Cc1ccco1)C2=O
  2	4	-12	-3	-5	0	102	-1.9	-6
- COC(=O)c1c(NC(=O)/C=C/C(=O)O)sc(C)c1-c1ccc(C)cc1
  -2	4	-11	1	4	-1	117	1.1	10
- COc1ccc(S(=O)(=O)c2ccc(OCC3CO3)cc2)cc1 (configuration not stated)
  -4	1	-2	-8	-10	0	95	3.8	-1
- COc1ccc(/C=N/N2CCN(C)CC2)cc1OC
  1	0	-2	7	-1	1	100	1.6	-3
- Cc1cc(=O)n2[nH]c(N)c(N=Nc3ccccc3)c2n1
  1	1	1	11	-1	1	135	3.7	-19
- S=C(NCc1ccccc1)N/N=C/c1cccs1
  -2	8	22	7	-3	-2	95	2.2	6
- Cc1onc(-c2ccccc2)c1C(=O)N/N=C(\N)COc1ccc(Cl)cc1
  -2	-4	1	0	-6	0	106	1.4	-4
- C=CCn1c(=O)/c(=C/c2cc(OC)c(OC)c(OC)c2)s/c1=C(/C#N)c1nc2ccccc2n1C
  3	3	10	-6	-13	-12	98	2.1	16
- O=C(NC1CCCCC1)c1ccc(COc2ccccc2)o1
  -4	5	3	4	-1	-3	95	0.7	1
- CCOc1ccc(C(CC(=O)O)NC(=O)c2cccs2)cc1 (configuration not stated)
  0	1	6	-4	11	3	97	-0.4	-2
- O=C(COc1ccc(-c2nnc(N3CCCCC3)c3ccccc23)cc1)N1CCCCC1
  2	-1	1	-1	1	-4	100	1.3	16
- O=C(CCNS(=O)(=O)c1ccccc1)OCC(=O)c1ccc(Cl)cc1
  -1	-33	1	18	-34	0	107	1.2	1
- COCC(C)n1c(C)cc(C(=O)COC(=O)CN=C2NS(=O)(=O)c3ccccc32)c1C (configuration not stated)
  -1	2	2	-3	10	-2	77	0.1	-1
- Cc1cc([N+](=O)[O-])nn1CC(=O)Nc1cccc2nonc12
  2	1	4	-3	-10	0	88	2.9	11
- CCc1ccccc1NC(=O)CN1CCN(CC(=O)NCc2ccc(Cl)cc2)CC1
  -4	·	·	-8	4	·	122	0.6	·
- COCCn1c(SCC#N)nnc1-c1ccc([N+](=O)[O-])cc1
  3	3	5	5	5	1	133	-2.1	3
- O=C(CSc1nnc(CNc2ccc(F)cc2)n1CC1CCCO1)Nc1ccccc1 (configuration not stated)
  0	-3	-3	-2	-1	-2	105	1.7	-1
- CC(C)c1ccccc1NC(=S)NC1CCN(Cc2ccccc2)CC1
  -1	-2	-2	6	-4	0	100	0.9	-3
- O=C(CSc1nnc(CNC(=O)c2cccs2)o1)c1ccc(Cl)cc1
  -1	5	-5	-19	5	4	102	-1.6	-10
- CC(=O)c1ccc(N(CC(=O)NC2CCCC2)C(=O)CCC(=O)Nc2cc(C)on2)cc1
  -3	1	-4	-7	-1	-2	93	0.0	-1
- CN(C)c1ccc(/C=C(/NC(=O)c2ccccc2Cl)C(=O)NCCN2CCOCC2)cc1
  6	4	-13	-7	-8	47*	83	1.0	-18

Rewritten field by field: entries from further up
canonical_smiles: CCCCNc1cc(C)oc(=O)c1C(C)=O
  PP1 inh: 0; Fh CTSL1 inh: -2; EBNA-1 inh: 7; ZTA counter: 12; JMJD2C inh: -6; TPT1 inh: 3; Yeast superoxide: 102; PP5 inh: -0.3; core dimer inh: -3
canonical_smiles: COc1ccc(C2C(C(=O)c3cccs3)=C(O)C(=O)N2c2nnc(C)s2)cc1OC (configuration not stated)
  PP1 inh: 1; Fh CTSL1 inh: -2; EBNA-1 inh: 11; ZTA counter: -10; JMJD2C inh: 3; TPT1 inh: -20; Yeast superoxide: 94; PP5 inh: 0.4; core dimer inh: 4

Going on with the list.
Every second line gives: PP1 inh	Fh CTSL1 inh	EBNA-1 inh	ZTA counter	JMJD2C inh	TPT1 inh	Yeast superoxide	PP5 inh	core dimer inh
- CCOC(=O)CSc1nnc(NC(=O)c2ccco2)s1
  -1	-1	0	6	-3	0	122	1.9	-12
- COc1ccc(C(=O)C[n+]2cccc(C)c2C)cc1[N+](=O)[O-]
  -5	3	1	18	5	-3	96	-0.1	1
- COc1ccc(NC(=O)N2CCN(CCC#N)CC2)cc1
  -4	17*	-3	-3	-1	-4	87	-5.9	-6
- CCOc1ccc(NC(=O)NCc2cccn2C)cc1
  2	-2	0	-8	14	2	94	0.2	3
- O=C(CCSc1nc(-c2ccco2)cc(C(F)(F)F)n1)NCc1ccccn1
  -1	-1	-6	-14	25	7	98	0.8	3
- O=C(O)CNC(=O)C12CC3CC(CC(Cl)(C3)C1)C2
  -1	1	-4	3	14	-2	80	0.0	-3
- COc1ccc(N(CC(=O)N/N=C/c2ccc(N(C)C)cc2)S(=O)(=O)c2ccccc2)cc1
  1	0	-16	12	20	2	109	4.4	6
- CN(c1ccc(OCC(=O)OCC(=O)NC2CCCC2)cc1)S(=O)(=O)c1ccc2ccccc2c1
  -3	2	-3	14	0	0	98	-0.5	5
- Clc1ccccc1OCCn1ccnc1
  -13	0	-4	15	-14	0	92	3.8	2
- Nc1ccc(S(=O)(=O)c2cccc(N)c2)cc1
  -6	3	0	-9	-4	-2	97	2.2	-4
- CCOC(=O)/C=C/c1ccc2oc3ccccc3c(=O)c2c1
  -3	-8	-10	-3	-4	4	114	1.4	-1
- O=Cc1cc(N=Nc2cccc(C(=O)O)c2)ccc1O
  4	0	3	-16	2	-7	88	2.5	-5
- NCCCC[C@H]1CNC(=O)C(=O)N1CCc1cc(C(F)(F)F)cc(C(F)(F)F)c1
  1	-1	12	0	13	-3	100	-1.0	-27
- Cc1nc(N2CCCCC2)c2c(-c3cccs3)csc2n1
  -1	1	-18	-8	0	1	104	-1.1	3

Compound activity as filed in PubChem.
